# TWEAK Fn14 block – blocks TWEAK-Fn14 interaction in a reporter cell assay | inhibition, % at 10 µM | TWEAK-stimulated Fn14 reporter cells, luciferase luminescence, 8 h | 2% of 360,000 active | AID 1159606; in the data active means inhibition above about 50%
# KKLEB tox – reduces viability of KKLEB cystic fibrosis airway cells | KKLEB CF airway cells viability, ATPlite luminescence, overnight; active compounds read low; cells stimulated with P. aeruginosa culture filtrate | activity change (cytotoxicity), % at 5 µM | 0.36% of 360,000 active;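 active means corrected activity change at or below -50% at 5 µM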
# Shn3 3UTR inh – inhibitors of Schnurri-3 3'UTR reporter in osteoblasts; 0.52% of 360,000 active; Clone20 osteoblast Shn3 3'UTR firefly luciferase, 24 h; inhibition, % at 12.5 µM;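 active means mean inhibition of at least 75% with every replicate also reaching 75%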;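 further: 0% = median of neutral control wells and 100% = pilot-screen positive control compound; some compounds past the cut are filed as inactive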
# SRC3 inh – human NCOA3 inhibition | HEK293 GAL4-SRC3 luciferase reporter, luminescence | AID 588352 | Q9Y6Q9 | 0.17% of 360,000 active | inhibition, % at 3.6 µM;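 active means inhibition above a per-campaign cutoff, the mean of all compounds plus 3 SD, cut at about 60% in these data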;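 further: 0% = DMSO-treated cells and 100% = gossypol-treated cells at 36 µM; higher means less SRC3-driven luciferase light from the GAL4 reporter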
# CF NFkB inh – inhibitors of cystic fibrosis induced NF-kB; inhibition, % at 5 µM; KKLEB NF-kB-GFP reporter, PAF-induced, GFP fluorescence overnight; AID 588850; 0.86% of 360,000 active;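 active means at least 50% inhibition at 5 µM, scaled per plate between neutral and stimulator controls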;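 further: PAF is a Pseudomonas aeruginosa culture filtrate used as stimulus; plate controls were PAF-stimulated DMSO wells for no effect and unstimulated DMSO wells for full effect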
# LRH-1 inv ag – inverse agonists of human LRH-1 (NR5A2). inhibition, % at 3.6 µM. AID 602396. 0.13% of 360,000 active. O00482. HEK293T StAR-luciferase reporter, LRH-1 transfected, 24 h;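 active means inhibition above the mean inhibition of all tested compounds plus 3 SD, cut at about 73% in these data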;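 further: 0% = DMSO wells and 100% = reporter-only cells lacking LRH-1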
# SRC1 inh – human NCOA1 inhibition | inhibition, % at 3.6 µM | 0.12% of 360,000 active | HEK293 GAL4-SRC1 luciferase reporter, luminescence;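 active means inhibition above the campaign mean plus 3 SD, with each screening campaign given its own cutoff, cut at about 60% in these data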;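 further: 0% = DMSO treated cells and 100% = gossypol at 36 µM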
# Target sequence (Q15788 whole entry, looked up, the tested form may be a part): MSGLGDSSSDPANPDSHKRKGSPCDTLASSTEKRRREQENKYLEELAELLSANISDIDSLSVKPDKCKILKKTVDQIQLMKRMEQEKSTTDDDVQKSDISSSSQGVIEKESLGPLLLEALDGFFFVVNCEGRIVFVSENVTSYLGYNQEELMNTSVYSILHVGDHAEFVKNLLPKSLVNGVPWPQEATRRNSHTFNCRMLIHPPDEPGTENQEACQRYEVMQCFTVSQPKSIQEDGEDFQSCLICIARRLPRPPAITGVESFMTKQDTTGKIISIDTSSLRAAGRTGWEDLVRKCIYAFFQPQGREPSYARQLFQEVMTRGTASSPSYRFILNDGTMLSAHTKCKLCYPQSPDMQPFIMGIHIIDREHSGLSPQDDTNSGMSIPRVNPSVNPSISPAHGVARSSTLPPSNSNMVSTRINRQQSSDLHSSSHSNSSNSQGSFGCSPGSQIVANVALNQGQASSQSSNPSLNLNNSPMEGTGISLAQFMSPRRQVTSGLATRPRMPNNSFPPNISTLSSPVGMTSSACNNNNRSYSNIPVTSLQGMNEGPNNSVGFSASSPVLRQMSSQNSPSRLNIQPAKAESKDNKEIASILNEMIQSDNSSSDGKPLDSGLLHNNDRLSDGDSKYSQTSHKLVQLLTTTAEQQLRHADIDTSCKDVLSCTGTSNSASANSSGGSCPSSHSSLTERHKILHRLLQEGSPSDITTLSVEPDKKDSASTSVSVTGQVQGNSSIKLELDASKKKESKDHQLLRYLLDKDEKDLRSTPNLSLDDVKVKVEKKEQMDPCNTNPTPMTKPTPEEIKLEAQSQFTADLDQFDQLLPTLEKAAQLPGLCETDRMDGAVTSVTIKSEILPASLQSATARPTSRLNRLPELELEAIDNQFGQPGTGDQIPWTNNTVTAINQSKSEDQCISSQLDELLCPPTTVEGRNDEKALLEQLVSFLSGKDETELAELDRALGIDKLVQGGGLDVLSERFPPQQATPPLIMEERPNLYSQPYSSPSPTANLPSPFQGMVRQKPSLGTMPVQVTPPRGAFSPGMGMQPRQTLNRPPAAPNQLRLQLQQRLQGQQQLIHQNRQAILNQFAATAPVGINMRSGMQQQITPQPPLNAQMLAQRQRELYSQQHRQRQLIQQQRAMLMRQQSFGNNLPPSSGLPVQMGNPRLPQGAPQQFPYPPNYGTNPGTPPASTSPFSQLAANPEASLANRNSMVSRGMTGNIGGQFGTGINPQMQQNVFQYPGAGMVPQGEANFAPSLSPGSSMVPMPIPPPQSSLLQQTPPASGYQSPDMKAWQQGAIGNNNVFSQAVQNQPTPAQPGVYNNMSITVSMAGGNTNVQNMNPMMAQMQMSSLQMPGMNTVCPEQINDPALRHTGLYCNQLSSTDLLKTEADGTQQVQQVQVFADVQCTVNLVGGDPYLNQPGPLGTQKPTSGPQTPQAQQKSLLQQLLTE
# C8 TRAIL sens – caspase-8 TRAIL sensitization; NB7+C8 cells + TRAIL, ATPlite viability luminescence; inhibition (viability loss, TRAIL sensitization), % at 10 µM; 1% of 360,000 active; AID 624354;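 active means compounds causing at least 50% loss of cell viability in the single-dose screen, relative to plate controls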
# TROY signal inh – inhibitors of TROY-dependent NF-kB signaling; Q293 LMP1-TROYcd NF-kB luciferase reporter, 4 h; inhibition, % at 10 µM; 0.98% of 360,000 active; AID 1347056;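 active means compounds whose plate-normalised and pattern-corrected inhibition of the luciferase reporter signal at the single screening dose is 50% or more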
# COUP-TFII inh – NR2F2 (human) inhibition, primary screen. P24468. HEK293T NGFI-A luciferase reporter, luminescence. inhibition, % at 8.6 µM. 0.7% of 370,000 active;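 active means inhibition above a per-plate cutoff, mean inhibition of test wells between control levels plus 3 SD, cut at about 38% in these data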;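 further: cells cotransfected with COUP-TFII expression vector driving the NGFI-A reporter; 0% = median of COUP-TF2 test wells and 100% = reporter-only cells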
# LMP1 NFkB inh – Epstein-Barr LMP1 NF-kappaB reporter inhibition; inhibition, % at 12.5 µM; AID 504558; 0.69% of 350,000 active; LMP1-induced NF-kappaB luciferase reporter cells, luminescence; in the data active means inhibition above about 41%;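 further: 0% = neutral control wells and 100% = reference inhibitor control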
# Numbers without * were called inactive; x = not tested or not shown.
(1) O=C(c1cccc(C(F)(F)F)c1)C1CCCN(C(=O)/C=C/c2cnc[nH]2)C1 (stereo not given)
(2) CC(=O)Nc1cccc(C(=O)N2CCN(S(=O)(=O)c3ccc(C4CCCCC4)cc3)CC2)c1
(3) Cc1[nH]c2ccccc2c1C(=O)C(=O)Nc1ccc2c(c1)OCO2
(4) O=S(=O)(c1cccc2nonc12)N1CCCCC1
(5) CCOC(=O)c1c(C)[nH]c(C)c1C(=O)COc1ncnc2cc([N+](=O)[O-])ccc12
(6) N#Cc1nc(N2CCCCC2)nc(N2CCOCC2)n1
(7) Cc1ccccc1-n1nnc2c(=O)oc3ccccc3c21
(8) CN(CCOC(=O)c1ccc2c(c1)OCO2)C(C)(C)C

screen / no.,1,2,3,4,5,6,7,8
TWEAK Fn14 block,-2,-10,-46,-9,-3,18,-3,1
KKLEB tox,24,-6,10,-1,5,0,5,-4
Shn3 3UTR inh,-6,17,-68,-9,-6,15,5,12
SRC3 inh,-15,-1,-29,21,-2,-9,4,6
CF NFkB inh,-34,-14,-9,2,-23,6,-1,8
LRH-1 inv ag,0,-10,-49,18,-16,14,2,16
SRC1 inh,-9,0,-15,8,-43,-2,-1,7
C8 TRAIL sens,10,1,-4,-21,10,-3,4,-6
TROY signal inh,-8,-5,-53,8,3,22,x,-3
COUP-TFII inh,7,9,-27,17,7,10,5,-9
LMP1 NFkB inh,-3,1,-20,-2,4,22,-2,-28

# Record cards, from the list above. Order of screens: TWEAK Fn14 block | KKLEB tox | Shn3 3UTR inh | SRC3 inh | CF NFkB inh | LRH-1 inv ag | SRC1 inh | C8 TRAIL sens | TROY signal inh | COUP-TFII inh | LMP1 NFkB inh
# Entry for `CCOC(=O)c1c(C)[nH]c(C)c1C(=O)COc1ncnc2cc([N+](=O)[O-])ccc12` : -3 | 5 | -6 | -2 | -23 | -16 | -43 | 10 | 3 | 7 | 4
# Entry for `O=C(c1cccc(C(F)(F)F)c1)C1CCCN(C(=O)/C=C/c2cnc[nH]2)C1` (stereo not given) : -2 | 24 | -6 | -15 | -34 | 0 | -9 | 10 | -8 | 7 | -3

# Later entries:
(9) CCNC(=O)C(CC(C)C)NC(=O)C(CO)NC(=O)C1CCC(=O)N1 (stereo not given)
(10) Cc1cc(C(=O)Nc2cc(Br)ccc2O)on1
(11) CN(C)c1ccc(-c2ccnc3c2CC(C)(C(=O)Nc2ccccc2)O3)cc1 (stereo not given)
(12) COCCCN1C(=O)C(CC(=O)NC2CCCCC2)CC(C(=O)N(C)C)=C1C (stereo not given)
(13) O=C(COC(=O)CCSc1ccc(Cl)cc1)NCCc1ccccc1
(14) COC(=O)c1ccc(-c2n[nH]c(=O)c3ccccc23)cc1
(15) COc1ccc2nc(N3C(=O)C(O)=C(C(=O)c4ccco4)C3c3ccccc3OC)sc2c1 (stereo not given)
(16) O=C(NC(=S)Nc1ccccc1N1CCN(C(=O)c2ccccc2)CC1)c1cccs1

screen / no.,9,10,11,12,13,14,15,16
TWEAK Fn14 block,-18,17,7,14,10,-7,-24,1
KKLEB tox,-2,7,-4,17,-5,6,-8,-4
Shn3 3UTR inh,-6,2,-22,2,7,-15,7,15
SRC3 inh,4,-6,-10,9,9,30,-21,7
CF NFkB inh,-22,1,25,1,14,6,16,19
LRH-1 inv ag,-7,20,7,2,-2,-7,-21,-5
SRC1 inh,2,2,17,-3,-13,15,-23,-24
C8 TRAIL sens,28,19,-20,-15,-7,6,0,-1
TROY signal inh,-2,-16,4,-5,-8,-3,-12,5
COUP-TFII inh,-10,-4,-12,-4,-21,11,-8,0
LMP1 NFkB inh,5,x,x,-5,6,2,11,-4

# Reprinted from the part before: 3 entries, followed by the next part.
(14) COC(=O)c1ccc(-c2n[nH]c(=O)c3ccccc23)cc1
(15) COc1ccc2nc(N3C(=O)C(O)=C(C(=O)c4ccco4)C3c3ccccc3OC)sc2c1 (stereo not given)
(16) O=C(NC(=S)Nc1ccccc1N1CCN(C(=O)c2ccccc2)CC1)c1cccs1
(17) O=C(Oc1ccc(N2C(=O)CCC2=O)cc1)c1ccccc1Cl
(18) CCOCCCNC(=O)c1ccc(OC(C)=O)cc1
(19) CC1(C)C(=O)Nc2ccccc2N1C(=O)COc1ncnc2ccccc12
(20) Cc1cccc(-c2c3c(=O)n(C)c(=O)n(C)c3cn2CC2CCCO2)c1 (stereo not given)
(21) CCOCCCNC1=C(Cl)C(=O)c2ccccc2C1=O
(22) CCCCCCOc1ccc(N2C(=O)CC(N3CCN(CCN=CC4=C(O)CC(C)(C)CC4=O)CC3)C2=O)cc1 (stereo not given)
(23) CCOC(=O)[C@]12CCCC=C1N(Cc1ccc(Cl)cc1Cl)C(=O)[C@H](CC(=O)NCc1ccc(OC)c(OC)c1)C2
(24) CCOC(=O)C1=C(N)c2ccccc2CC1C(C)C (stereo not given)

screen / no.,14,15,16,17,18,19,20,21,22,23,24
TWEAK Fn14 block,-7,-24,1,9,-9,-8,-19,-1,-1,45,19
KKLEB tox,6,-8,-4,-9,2,1,-7,1,3,x,-2
Shn3 3UTR inh,-15,7,15,31,-18,-6,-8,-12,3,x,0
SRC3 inh,30,-21,7,2,3,-31,0,8,-13,x,-5
CF NFkB inh,6,16,19,13,-2,7,-18,0,6,x,-5
LRH-1 inv ag,-7,-21,-5,-11,7,-5,-2,13,-6,-32,10
SRC1 inh,15,-23,-24,3,-3,-19,2,-17,-4,x,-2
C8 TRAIL sens,6,0,-1,2,3,25,3,-15,2,21,-13
TROY signal inh,-3,-12,5,-43,-34,-10,x,-29,10,30,9
COUP-TFII inh,11,-8,0,6,-7,4,-8,-16,10,28,8
LMP1 NFkB inh,2,11,-4,13,0,5,0,-6,0,x,3

(25) Cc1c(C(=O)NCC2CCCO2)oc2c(Cl)cccc12 (stereo not given)
(26) O=C(NC(c1ccccc1)c1ccsc1)C1CCN(Cc2ccc(Cl)c(Cl)c2)CC1 (stereo not given)
(27) O=C(CSc1nc2ccccc2c(=O)n1-c1ccccc1Cl)Nc1cccc(S(=O)(=O)N2CCOCC2)c1
(28) CC1Cc2ccccc2N1S(=O)(=O)c1cccc(C(=O)N2Cc3ccccc3CC2C(N)=O)c1 (stereo not given)
(29) O=C(Nc1ccccc1C(=O)Nc1ccc(Br)cn1)c1cccc([N+](=O)[O-])c1
(30) Cc1cc(C)n2nc(SCC(=O)N(Cc3ccccc3)C3CCS(=O)(=O)C3)nc2n1 (stereo not given)
(31) COc1ccc(CNC(=O)c2cc3c(s2)CN(Cc2ccccc2)C3)cc1
(32) COc1ccc(/C(=N/O)C(C)(C)NO)cc1

screen / no.,25,26,27,28,29,30,31,32
TWEAK Fn14 block,-11,13,7,13,-32,7,26,3
KKLEB tox,11,-18,11,4,-10,12,-9,0
Shn3 3UTR inh,8,6,18,45,10,8,-18,-7
SRC3 inh,6,-3,23,8,-6,-1,10,13
CF NFkB inh,-3,8,3,-11,29,6,6,5
LRH-1 inv ag,5,4,8,14,-2,-2,3,10
SRC1 inh,16,2,7,-7,20,-7,-4,-19
C8 TRAIL sens,-13,1,-11,-1,48,0,-6,1
TROY signal inh,-15,14,-2,6,18,2,12,-9
COUP-TFII inh,6,-11,-11,3,8,-29,8,-5
LMP1 NFkB inh,-4,x,3,2,-6,1,10,8

(33) CCOC(=O)/C(O)=C/c1ncc(C(F)(F)F)cc1Cl
(34) NS(=O)(=O)c1ccc(CCNC(=O)c2ccc3c(c2)OCO3)cc1
(35) COCCCn1cc(CN2CC(N3CCCC3)CS2(=O)=O)nn1 (stereo not given)
(36) CCOc1cc(NC(=S)Nc2ccccc2)c(OCC)cc1NC(=O)c1ccccc1
(37) CC(=O)c1c(C)nc2ccc(Br)cc2c1-c1ccccc1
(38) COc1ccc(C(=O)Nc2ccc(NC(C)=O)cc2)cc1S(=O)(=O)N1CCCCC1C (stereo not given)
(39) O=C(NC(CO)c1ccccc1)c1ccco1 (stereo not given)
(40) CCCOC(=O)c1c(-c2ccccc2)nc(CC)c(C(=O)SCC)c1CCC

screen / no.,33,34,35,36,37,38,39,40
TWEAK Fn14 block,-1,7,19,-2,10,-35,-1,6
KKLEB tox,10,0,x,8,-11,-7,-3,19
Shn3 3UTR inh,5,7,x,31,-1,7,-29,11
SRC3 inh,8,-3,x,8,-6,-12,11,6
CF NFkB inh,-19,2,x,-2,24,17,-5,20
LRH-1 inv ag,4,8,21,7,10,4,-4,5
SRC1 inh,6,-4,x,1,9,9,5,1
C8 TRAIL sens,-5,-6,-4,1,7,5,-3,-8
TROY signal inh,0,-12,-20,19,25,-6,-1,0
COUP-TFII inh,-3,-6,0,10,0,x,9,-4
LMP1 NFkB inh,0,-2,x,11,2,-3,-3,-12

(41) CCN(CC)S(=O)(=O)c1ccc(C(=O)NCc2nnc(SCC(=O)OC)n2C)cc1
(42) COc1ccc(N(CC(=O)Nc2ccc(C)c(F)c2)S(=O)(=O)c2c(C)noc2C)cc1
(43) CCC(=O)N1CCN(c2ccc(NC(=O)COc3ccc(CC)cc3)cc2)CC1
(44) CC1(c2nnc(Cc3ccccc3)o2)CC(c2ccncc2)=NO1 (stereo not given)
(45) COc1cccc(-c2sc3ccc(OC)cc3c2C#CCCO)c1
(46) CN(C(=O)c1c[nH]c(=O)cc1C(F)(F)F)c1ccc(Cl)c(Cl)c1
(47) NC(=O)c1ccc(NC(=O)CC23CC4CC(CC(Br)(C4)C2)C3)cc1
(48) Cn1c(=O)n(C)c2cc(NC(=O)CSc3nnc(-c4ccccc4O)n3-c3ccccc3)ccc21

screen / no.,41,42,43,44,45,46,47,48
TWEAK Fn14 block,0,3,12,11,-33,-1,10,1
KKLEB tox,0,-3,-2,-10,3,1,16,-4
Shn3 3UTR inh,2,54,-4,-8,4,-2,-9,22
SRC3 inh,5,-3,5,-11,-5,3,13,17
CF NFkB inh,-1,6,-2,10,-12,-18,-19,-4
LRH-1 inv ag,0,-1,-1,-4,-4,4,3,67
SRC1 inh,6,-20,-1,-2,-5,13,14,-24
C8 TRAIL sens,-3,14,17,2,8,-16,-15,5
TROY signal inh,-2,12,-5,13,-69,1,2,6
COUP-TFII inh,-9,-16,-14,1,-8,6,0,-14
LMP1 NFkB inh,2,-1,1,-6,-2,-3,3,-1

(49) COC(=O)c1cccnc1-n1c(=O)c2cccnc2n(Cc2cccc(OC)c2)c1=O
(50) COC(=O)c1c(NC(=O)C2=COCCO2)sc(C)c1C
(51) COc1cccc(CN(C)C(=O)CC23CC4CC(CC(C4)C2)C3)c1OC
(52) CCN(C(=O)COC(=O)c1cccnc1)c1cccc2ccccc12
(53) CC(C)CCOc1cccc(OCC(=O)Nc2ccncc2)c1

screen / no.,49,50,51,52,53
TWEAK Fn14 block,-29,-1,-37,-23,27
KKLEB tox,-9,-17,13,3,-5
Shn3 3UTR inh,17,-12,33,-1,81
SRC3 inh,-6,1,3,13,33
CF NFkB inh,-3,-17,2,31,3
LRH-1 inv ag,1,12,2,-18,45
SRC1 inh,-7,-10,18,-5,7
C8 TRAIL sens,-6,7,11,9,21
TROY signal inh,-5,-10,10,-3,23
COUP-TFII inh,12,-7,3,-6,62*
LMP1 NFkB inh,-6,-5,9,-3,1

# This is a subset (hit frequency here may not be typical).
